PGK inhibitor = T. brucei PGK inhibition. 380,000 compounds, 0.043% hits. P07378. PGK/GAPDH coupled, Kinase-Glo luminescence, 60 min. Potency, µM (doses to about 57.5 µM), for inactives: at the top dose activity change, negative = inhibition, usual class: inhibitors; further: on the % scale 0 is the no-effect control and ±100 the full control effect; nearly all actives have a fitted effect of over 60% in size
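Luminescent ATP detection (Kinase-Glo Plus) follows a 60-minute room-temperature incubation, with wells lacking PGK as controls. Buffer: 100 mM TEA (pH 7.6), 5 mM MgCl2, 0.01% Tween-20. Coupling enzyme GAPDH (100 nM final) supplies unstable 1,3-BPG in-well.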
ERG Ets-DNA blk = blocks human ERG Ets domain binding to DNA. fluorescence polarization, His-ERG Ets domain / labelled DNA. AID 624246. Potency, µM (titrated, usually from 76.9 µM), inactives show top-dose FP activity, negative = inhibition, most hits filed as inhibitors. 370,000 compounds, 0.028% hits. P11308; active means well fitted inhibition curve with a large enough effect in the polarisation, with a control signal flat; inconclusive means small, poorly fitted or top-dose-only effect, or effect the other way, or a change in a side signal; inactive means no such curve, though single readings can be large or run the other way; the % refers to the polarisation;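 further: polarization taken with two DNA probes labelled with fluorescein and Texas red; % of control where 0% means no effect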
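His-tagged ERG Ets domain (1 uM in the protein solution; 300mM KCl, 50mM Tris-HCl, 1mM EDTA, 1mM DTT, pH 7.5) received compound, then a probe mix of 5 nM fluorescein-DNA and 100nM Texas-615-DNA. Fluorescence polarization was read for both dyes.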
ALOX12 inh = blocks human arachidonate 12S-lipoxygenase. P18054. purified 12hLO, xylenol orange hydroperoxide absorbance. Potency, µM (highest dose often 108 µM), for inactives: at the highest dose activity change, negative = inhibition, actives largely listed as inhibitors. 580,000 compounds, 1.1% hits. AID 1671190; further: on the % scale 0 is the no-effect control and ±100 the full control effect
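Hydroperoxide product was detected by ferrous iron/xylenol orange as the 573 to 405 nm absorbance ratio. Arachidonic acid at 40 uM (final) was turned over for 30 min at room temperature by 150 nM human 12hLO, pH 7.0 Hepes buffer, after 15 min compound preincubation.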
Pin1 inh = blocks the human prolyl isomerase Pin1 | Pin1 FP peptide displacement, HiFluor488, 10 min | Potency, µM (series often up to 115 µM), for inactives: top-dose activity, negative = inhibition, actives largely listed as inhibitors | 390,000 compounds, 0.009% hits; active means well fitted inhibition curve with a large enough effect in the polarisation, with a control signal flat, not every such curve was filed as active; inconclusive means small, poorly fitted or top-dose-only effect, or effect the other way, or a change in a side signal; inactive means no such curve, though single readings can be large or run the other way; the % refers to the polarisation; further: on the % scale 0 is the no-effect control and ±100 the full control effect
Target sequence (Q13526 whole entry, looked up): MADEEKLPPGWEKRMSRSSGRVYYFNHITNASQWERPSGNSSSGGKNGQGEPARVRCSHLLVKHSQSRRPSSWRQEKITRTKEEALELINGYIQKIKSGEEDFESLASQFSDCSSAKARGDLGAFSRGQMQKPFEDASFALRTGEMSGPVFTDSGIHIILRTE
GLS inhibitor = glutaminase GLS (human) inhibition | Potency, µM (titrated, usually from 45.5 µM), inactives show at the highest dose activity change, negative = inhibition, actives largely listed as inhibitors | GLS enzymatic activity, qHTS titration | O94925 | 410,000 compounds, 0.21% hits; further: on the % scale 0 is the no-effect control and ±100 the full control effect
Target sequence (O94925 whole entry, looked up): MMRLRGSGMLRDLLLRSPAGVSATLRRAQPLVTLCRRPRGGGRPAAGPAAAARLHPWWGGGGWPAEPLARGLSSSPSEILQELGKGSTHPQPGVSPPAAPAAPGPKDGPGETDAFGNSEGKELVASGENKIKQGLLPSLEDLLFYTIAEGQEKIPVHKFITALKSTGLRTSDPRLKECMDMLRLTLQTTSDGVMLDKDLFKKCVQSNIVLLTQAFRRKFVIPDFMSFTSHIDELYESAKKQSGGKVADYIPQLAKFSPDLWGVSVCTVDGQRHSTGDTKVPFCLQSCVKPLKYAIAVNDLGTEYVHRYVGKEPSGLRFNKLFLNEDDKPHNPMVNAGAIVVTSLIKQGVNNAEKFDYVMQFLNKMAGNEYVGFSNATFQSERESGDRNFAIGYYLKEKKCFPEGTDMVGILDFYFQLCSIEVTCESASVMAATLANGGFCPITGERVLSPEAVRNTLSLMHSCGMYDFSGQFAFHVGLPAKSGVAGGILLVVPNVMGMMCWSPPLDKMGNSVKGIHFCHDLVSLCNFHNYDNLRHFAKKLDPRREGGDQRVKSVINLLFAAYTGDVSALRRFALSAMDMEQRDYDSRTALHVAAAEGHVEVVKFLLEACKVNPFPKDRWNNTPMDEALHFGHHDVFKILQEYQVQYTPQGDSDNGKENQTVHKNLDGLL
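hKGA; 45 mM KH2PO4 pH 8.2 + 0.02% Tween-20; cpd via pin tool; 1 mM Gln soln; GluOx/HRP/Amplex Red; RT 30 min; fluor. t0 & final.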
rTrxR1 inhibitor = blocks rat thioredoxin reductase 1; Potency, µM (top dose mostly 114 µM), for inactives: at the top dose activity change, negative = inhibition, most hits filed as inhibitors; O89049; 390,000 compounds, 1% hits; AID 588453; recombinant rTrxR1, NADPH fluorescence consumption, selenite substrate; further: on the % scale 0 is the no-effect control and ±100 the full control effect; nearly all actives have a fitted effect of over 65% in size
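Rat TrxR1 (90 nM in the dispensed reagent) was pre-reduced with 400 uM NADPH for 5 min at room temperature, then incubated with compound for 15 min. After 400 uM selenite was added, NADPH fluorescence (Ex 340/Em 450 nm) was followed for 8 min.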
JMJD2A Tudor inh = JMJD2A Tudor domain (human) inhibition; Potency, µM (doses to about 114 µM), inactives show at the highest dose activity change, negative = inhibition, actives largely listed as inhibitors; 390,000 compounds, 4.4% hits; AlphaScreen JMJD2A-Tudor / H3K4me3 peptide binding; further: on the % scale 0 is the no-effect control and ±100 the full control effect; nearly all actives have a fitted effect of over 50% in size
RGS4 inh = human RGS4 inhibition; P49798; Transcreener GDP fluorescence polarization, RGS4-accelerated GTP hydrolysis; Potency, µM (highest dose often 114 µM), for the others: top-dose activity change, negative = inhibition, usual class: inhibitors; 390,000 compounds, 0.039% hits; AID 504845; further: on the % scale 0 is the no-effect control and ±100 the full control effect; nearly all actives have a fitted effect of over 75% in size; some results filed as inactive show a strong effect at the top dose
Target sequence (P49798 whole entry, looked up): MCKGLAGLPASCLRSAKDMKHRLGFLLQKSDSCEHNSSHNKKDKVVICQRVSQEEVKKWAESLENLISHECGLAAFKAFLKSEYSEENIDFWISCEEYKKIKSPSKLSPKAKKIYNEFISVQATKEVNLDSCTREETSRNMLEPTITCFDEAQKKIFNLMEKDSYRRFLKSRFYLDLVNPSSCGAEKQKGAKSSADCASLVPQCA
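MLSMR compounds (23 nl, pin-transferred) preincubated 10 min at room temperature with a 500nM (2x) first reagent, then RGS4 at 900nM (2x) plus Transcreener GDP mix added; fluorescence polarization (620/688 nm) read before and after 90 min at 30 °C.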
HP1b binding inh = HP1-beta chromodomain-methylated histone interaction inhibition. P83916. AID 540317. AlphaScreen HP1-beta / biotin-H3K9me3 peptide binding. 390,000 compounds, 0.56% hits. Potency, µM (top dose mostly 114 µM), inactives show at the top dose activity change, negative = inhibition, hits mostly inhibitors; further: nearly all actives have a fitted effect of over 70% in size; inactives centre near 23
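AlphaScreen: HP1-beta (50 nM) preformed 30 min with biotin-H3(1-18)K9me3 peptide (50 nM) in PBS pH 7.4, 0.01% Tween-20. Compound added for 30 min at RT, then streptavidin donor/nickel chelate acceptor beads (10 ug/mL) for 30 min.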
* hit, by the source's call; i = inactive; ? = inconclusive; · = not tested or not shown; & = joins results of further samples; [ ] = another dose, or the depositor's remark. Unless noted, the call rests on the fitted dose curve; in most records, active means well fitted curve in the direction sought with a large enough effect; inconclusive means small, poorly fitted or top-dose-only effect, or another doubt; inactive means no such curve, though single readings can be large; an effect the other way counts as inactive or inconclusive. Potency means the concentration at half of the fitted maximal effect.

SMILES	PGK inhibitor	ERG Ets-DNA blk	ALOX12 inh	Pin1 inh	GLS inhibitor	rTrxR1 inhibitor	JMJD2A Tudor inh	RGS4 inh	HP1b binding inh
COc1cc(/C=N/NC(=O)c2ccccc2O)ccc1OC(=O)CC1SC(=O)NC1=O (centres undefined)	-9%	-8%	11%	-10%	19%	-2%	-13%	-4%	25%
Cc1cccc(NC2=NC(=S)N(c3ccc(C(=O)O)cc3)C23CCCCC3)c1	-6%	-13%	471%[activator]	-1%	14%	9%	-12%	23%	46%
O=C(NCCC(c1ccccc1)c1ccccc1)c1ccc(Br)o1	-8%	-12%	-9%	29%	6%	?	-4%	-3%	25%
Fc1cccc(CSc2nc3ccncc3[nH]2)c1	-1%	9%	1%	-3%	1%	-10%[57.1 µM]	-11%	25%	18%
O=C(Cn1c2ccc(F)cc2c2nc3n(c(=O)c21)CCS3)Nc1ccccc1C(F)(F)F	-1%	9%	-24%	10%	13%	19%[57.1 µM]	-6%	-34%	14%
COc1ccc2cc1Oc1ccc(cc1)C[C@H]1c3c(cc4c(c3Oc3cc5c(cc3OC)CCN(C)[C@@H]5C2)OCO4)CCN1C	i	-3%	85%[activator]	0%	-1%	13%	35µM*	-2%	?
O=C(CN(C(=O)Cn1nnc(-c2cccs2)n1)c1cnc2ccccc2c1)NCC1CCCO1 (centres undefined)	·	7%	-4%	-1%	1%	-13%	-21%	7%	1%
COc1ccc(OC)c(NC(=O)COC(=O)/C=C/c2ccc(Cl)cc2)c1	-6%	0%	-1%	4%	0%	7%	-5%	8%	27%
CCSC1(SCC)N=C(N)C2(C#N)C(c3ccccc3)NC(C)=C(C)C12C#N (centres undefined)	-8%	-12%	14%	-6%	1%	-20%	-8%	14%	72%[activator]
CCOc1ccc(NC(=O)Cn2cc(S(=O)(=O)c3ccc(C)cc3)c(=O)c3cc(F)ccc32)cc1	-7%	0%	-8%	-2%	4%	4%	-10%	0%	15%
CC1CCN(S(=O)(=O)c2cc(C(=O)Nc3ccccn3)ccc2Br)CC1	1%	7%	-22%	0%	1%	3%	-26%	7%	20%
O=C(c1cccc(S(=O)(=O)N2CCOCC2)c1)N1CCCc2ccccc21	2%	-4%	-13%	-7%	18%	23%[57.1 µM]	-7%	-20%	34%
Cc1ccc(Cl)cc1-n1c(=O)c2sc3ccccc3c2n(CC(=O)NC2CCCCC2)c1=O	-4%	-12%	-19%	?	0%	30%	-17%	14%	24%
COc1ccc(CN2CSC(=S)N(Cc3ccc(OC)cc3)C2)cc1	-10%	8%	4%	2%	5%	14%	1%	-11%	64%[activator]
CC(C)(C)c1ccc(OCc2ccc(C(=O)N/N=C/c3ccc([N+](=O)[O-])cc3)o2)cc1	6%	4%	0%	-6%	9%	-6%	-18%	?	13%
C=CCNC(=O)C1CC1(c1ccc(C)cc1)c1ccc(C)cc1 (centres undefined)	-15%	-11%	184%[activator]	5%	7%	7%[57.1 µM]	-18%	7%	5%
COC(=O)C1=C(C)N(Cc2ccccc2)C(=S)N[C@H]1c1cccc(C(F)(F)F)c1	6%	5%	?	?	8%	3%	-26%	5%	58%[activator]
O=C(NCCN1CCOCC1)c1cc(S(=O)(=O)NCCCN2CCCC2=O)ccc1Cl	-7%	5%	123%[activator]	0%	3%	8%[57.1 µM]	-1%	-12%	36%
Cc1ccc(C)c(NC(=O)CN(C)C(=O)c2nn(C)c(=O)c3ccccc23)c1	-9%	3%	4%&-6%	-4%	-2%	19%[57.1 µM]	1%	-2%	19%
COCCn1c(=N)c(C(=O)NC(C)c2ccccc2)cc2c(=O)n3cc(C)ccc3nc21 (centres undefined)	-4%	-1%	-1%	1%	-2%	31%	13%	-6%	35%
O=C1c2ccccc2C(O)(c2ccccc2)N1C1CC1 (centres undefined)	4%	-5%	8%	-5%	1%	15%	6%	8%	15%
Cc1ncc(CO)c(/C=N/NC(=O)c2cc3c(s2)CCCC3)c1O	-8%	-3%	-3%	21%	0%	-1%[2.29 µM]	56µM*	-6%[56.9 µM]	15%
CN1C(=O)CC(N2CCC(c3nc4ccccc4[nH]3)CC2)C1=O (centres undefined)	7%	-1%	381%[activator]	-15%	0%	9%	2%	1%	39%
CC1CCCCC1NC(=O)CSCC(=O)O (centres undefined)	i	3%	2%	8%	-8%	5%	?	-23%	42%[activator]
COc1ccccc1CN1C(=O)C(=O)N(Cc2cccc(C)c2)C1=O	6%	0%	-3%	?	-7%	11%	-1%	2%	41%[activator]
COc1ccc(/C=C/C(=O)NCC(=O)N/N=C/c2ccc(OC)cc2)cc1	-11%	0%	1%	27%	0%	7%[57.1 µM]	-32%	-9%	0%
O=C(Cc1ccsc1)Nc1cc(F)ccc1F	-1%	0%	5%&-3%	-1%	1%	17%	2%	-8%	30%
Cc1ccc(NC(=O)CN2C(=O)c3ccccc3Sc3ccc(C(=O)N4CCOCC4)cc32)c(Cl)c1	-6%	-15%	?	-3%	8%	16%[57.1 µM]	-29%	-14%	1%
COc1ccc(C2CC(=O)Nc3sc(=N)c4c(N)c(C#N)c(N)nc4c32)cc1OC (centres undefined)	-13%	-10%	0%	?	32%	-8%	-16%	-6%	9%
COc1cccc(C(O)C2OC(=O)c3ccccc32)c1OC (centres undefined)	-8%	1%	116%[activator]	3%	17%	2%[57.1 µM]	-8%	-14%	3%
Cc1ccc(NS(=O)(=O)c2cccc3nsnc23)cc1C	4%	-3%	?	-6%	3%	12%[57.1 µM]	-23%	19%	-3%
COc1ccc(-c2nc(SCC(=O)NCC3CCCO3)c(-c3ccc(C)cc3)[nH]2)cc1OC (centres undefined)	0%	1%	-5%	12%	-2%	2%	-25%	-13%	12%
COc1ccc2nc(Cl)cc(Cl)c2c1	6%	-3%	0%	-4%	-1%	27%	-7%	19%	28%
O=C1c2cccnc2C(Nc2ccccc2Br)N1Cc1ccco1 (centres undefined)	-9%	0%	-20%	-3%	1%	-21%	-20%	12%	9%
O=S1(=O)CCOC(CO)CN1Cc1ccc(Cl)c(Cl)c1 (centres undefined)	-7%	0%	-9%	0%	1%	-7%	-16%	-13%	73%[activator]
COc1ccc(CCn2c3c(c(=O)[nH]c2=O)C(NC(=O)c2ccccc2F)(C(F)(F)F)C(=O)N3)cc1OC (centres undefined)	-6%	0%	?	-8%	-3%	3%	11%	-4%	28%
O=C(Nc1cccc(S(=O)(=O)NCc2ccco2)c1)c1cccc(Cl)c1	6%	4%	?	3%	3%	-4%	-3%	-11%	33%
O=C(NCc1ccccn1)c1ccc(OC2CCN(Cc3cccs3)CC2)cc1	-2%	-7%	1%	-5%	8%	6%	-12%	-15%	17%[57 µM]
COc1ccccc1NS(=O)(=O)c1ccc(NC(=O)c2nc3nc(C)cc(C(F)F)n3n2)cc1	-2%	-6%	11%	18%	-6%	25%	-15%	-6%	29%
COc1cc(/C=C/c2nc3ccccc3c(=O)[nH]2)cc(Br)c1O	-6%	8%	?	106%[activator]	-11%	-15%	-8%	-30%	28%
Cc1ccc(-n2cccc2/C=C2\C(=N)N3N=C(c4ccco4)SC3=NC2=O)cc1	?	8%	-28%	·	?	-16%	?	-8%[11.4 µM]	-3%
CC1(C(=O)NCc2ccc(F)cc2)Oc2ccccc2NC1=O (centres undefined)	0%	11%	-14%	7%	-4%	18%[57.1 µM]	-4%	4%	44%
COc1ccc(CCNC(=O)c2c(C)nn(CC(C)C)c2Cl)cc1OC	2%	0%	0%	-4%	-3%	-5%	8%	18%	33%
O=C(NCc1ccco1)/C(=C/C=C/c1ccccc1)NC(=O)c1ccco1	-10%	1%	?	-4%	0%	?	-32%	-13%	-2%
O=C(COC(=O)C1CCC(=O)N1)Nc1ccc(Oc2ccccc2)cc1 (centres undefined)	i	11%	-16%	-2%	0%	20%[57.1 µM]	-9%	-53%	39%[activator]
O=C(Nc1cccc(F)c1)c1ccc(-c2ccccc2Cl)o1	-4%	20%	·	22%	-7%	-5%[57.1 µM]	17%	-14%	50%[activator]
O=C(NNC(=O)c1ccccc1-n1cccc1)c1ccc(Cl)c(Cl)c1	i	-9%	121%[activator]	-2%	29%	11%[57.1 µM]	-11%	5%	26%
CCOc1cccc2cc(-c3nnc(Nc4ccc(F)c(Cl)c4)s3)c(=O)oc12	13%	1%	-23%	-15%	3%	28%[57.1 µM]	-2%	28%	23%
COc1ccc(NC(=O)/C(=C/c2cccs2)NC(=O)c2ccco2)cc1	-3%	2%	116%[activator]	-6%	0%	10%[57.1 µM]	1%	-18%	22%
O=C(CSc1ccc2nnc(CCNC(=O)c3ccccc3)n2n1)NCc1ccccc1	-10%	10%	-5%	-2%	8%	-2%	-7%	-3%	25%
CCN(CC)CCNC(=O)C12CC3CC(C)(CC(C)(C3)C1)C2	-6%	·	?	-6%	-5%	9%	-16%	-11%	24%
Cc1ccc(S(=O)(=O)c2nc(Nc3ccccc3)sc2Cl)cc1	i	-16%	-14%	0%	29%	19%	?	-6%[11.4 µM]	-19%

Three entries out of the list above, arranged by their value in rTrxR1 inhibitor, smallest number first.
| Structure | rTrxR1 inhibitor |
| --- | --- |
| Cc1ccc(-n2cccc2/C=C2\C(=N)N3N=C(c4ccco4)SC3=NC2=O)cc1 | -16% |
| O=C(CSc1ccc2nnc(CCNC(=O)c3ccccc3)n2n1)NCc1ccccc1 | -2% |
| Cc1ccc(S(=O)(=O)c2nc(Nc3ccccc3)sc2Cl)cc1 | 19% |

Screening results deposited in PubChem BioAssay by National Center for Advancing Translational Sciences (NCATS).

Not all compounds are listed, so the mix of outcomes need not match the whole.
